KLK7 zymogen act: proKLK7 zymogen activators, primary screen, biochemical, fluorescence intensity; Kallikrein-7 (Homo sapiens), P49862; purified proKLK7, EDANS-DABCYL substrate fluorescence; 100% is mature enzyme control, 0% vehicle; activation, % at 7 µM; 0.9% of 370,000 active;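 active = activation above the mean of all tested compounds plus 3 SD, computed per campaign excluding outliers beyond control limits, cut at about 13% in these data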
PLCb3 inh: human PLC-beta3 inhibitors, primary screen, biochemical, fluorescence; AID 720704, 2013; 1-phosphatidylinositol 4,5-bisphosphate phosphodiesterase beta-3 (Homo sapiens), Q01970; Purified PLC-beta3, fluorogenic substrate; inhibition, % at 12.2 µM; 0.18% of 370,000 active; in the data active = inhibition above about 11%;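 note: 0% = median of compound wells on plate and 100% = full blocker control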
Rev-erbA mod: modulators of Rev-erb alpha DNA binding, primary screen, biochemical, FITC-DNA, fluorescence polarization, uHTS. Nuclear receptor subfamily 1 group D member 1 (Homo sapiens), P20393. Rev-erbα–FITC-DNA binding, 90 min. activity, % at 10 µM. 0.79% of 370,000 active. AID 1259318, 2017;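 active = activity above about 14%, limit read from the data; passing the limit was not always enough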;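 note: 0% = DMSO wells with 35 nM protein and 100% = DMSO wells with 750 nM protein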
HGIII-sPLA2 inh: human group III sPLA2 inhibitors, primary screen, biochemical, QFRET, BODIPY PC-A2 liposome substrate; Group 3 secretory phospholipase A2 (Homo sapiens), Q9NZ20; QFRET BODIPY PC-A2 liposome hydrolysis, fluorescence; inhibition, % at 12.2 µM; 0.56% of 370,000 active;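 active = inhibition above mean plus 3 SD of compounds lying within the high and low control bounds, cut at about 19% in these data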;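 note: 0% = median of test compound wells and 100% = no enzyme DMSO wells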
ASAP1 GAP inh: inhibitors of human ASAP1 ArfGAP activity, primary screen, biochemical, fluorescence polarization; AID 624377, 2012; 0.19% of 360,000 active; ASAP1-stimulated ARF1 GTP hydrolysis, GDP FP detection; Arf-GAP with SH3 domain, ANK repeat and PH domain-containing protein 1 (Homo sapiens), …; inhibition, % at 16.5 µM; in the data active = inhibition above about 25%;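 note: 0% = vehicle with enzyme and substrate and 100% = no enzyme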
PLC-gamma1 inh: PLC-gamma1 enzyme inhibitors, primary screen, biochemical, fluorescence, purified enzyme | 1-phosphatidylinositol 4,5-bisphosphate phosphodiesterase gamma-1 (Homo sapiens), P19174 | fluorogenic substrate | inhibition, % at 12.2 µM | 0.84% of 370,000 active | AID 720700, 2013; in the data active = inhibition above about 9.5%
UHRF1 MBD2 ctr: UHRF1 methylated DNA binding inhibitors, primary screen, counter-screen for MBD2 inhibitor project, biochemical, TR-FRET, human UHRF1, single concentration; inhibition, % at 4.4 µM; 0.75% of 370,000 active; UHRF1 binding to methylated oligo; E3 ubiquitin-protein ligase UHRF1 (Homo sapiens), Q96T88; in the data active = inhibition above about 21%;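 note: UHRF1 SRA domain binding a hemimethylated CpG hairpin DNA probe; 0% = median of test compound wells and 100% = reference inhibitor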
Target sequence (Q96T88 whole entry, looked up, the tested form may be a part): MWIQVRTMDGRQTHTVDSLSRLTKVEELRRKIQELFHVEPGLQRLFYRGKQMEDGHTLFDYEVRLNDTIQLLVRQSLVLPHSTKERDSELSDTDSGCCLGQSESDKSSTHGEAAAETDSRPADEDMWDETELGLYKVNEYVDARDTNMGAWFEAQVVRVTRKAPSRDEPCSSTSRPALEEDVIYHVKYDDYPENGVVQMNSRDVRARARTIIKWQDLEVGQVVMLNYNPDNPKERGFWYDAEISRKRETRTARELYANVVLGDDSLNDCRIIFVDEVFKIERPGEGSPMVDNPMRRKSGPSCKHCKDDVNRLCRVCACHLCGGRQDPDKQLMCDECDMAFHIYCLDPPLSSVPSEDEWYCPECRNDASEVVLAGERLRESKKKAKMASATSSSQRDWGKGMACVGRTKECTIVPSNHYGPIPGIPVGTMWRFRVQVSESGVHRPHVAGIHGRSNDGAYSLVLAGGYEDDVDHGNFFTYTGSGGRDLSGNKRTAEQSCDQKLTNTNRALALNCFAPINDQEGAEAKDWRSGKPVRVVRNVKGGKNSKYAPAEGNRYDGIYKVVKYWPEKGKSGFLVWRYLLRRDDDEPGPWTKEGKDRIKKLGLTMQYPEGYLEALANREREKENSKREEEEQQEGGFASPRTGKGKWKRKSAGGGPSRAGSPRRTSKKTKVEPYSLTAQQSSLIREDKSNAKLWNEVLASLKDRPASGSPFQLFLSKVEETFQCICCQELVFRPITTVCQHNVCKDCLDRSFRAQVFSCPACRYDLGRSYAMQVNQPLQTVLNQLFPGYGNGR
DDE Tn7 FP inh: inhibitors of Tn7 peptide binding to fibrin DD(E), primary screen, biochemical, fluorescence polarization, human fibrin, Tn7 probe. Fibrinogen beta chain (Homo sapiens), P02675. AID 720508, 2013. FP displacement of FITC-Tn7 peptide from fibrin DD(E); 0% = median of compound wells per plate. 0.13% of 370,000 active. inhibition, % at 8.3 µM;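 active = inhibition above the mean of compounds falling within the control limits plus 3 SD of them, cut at about 14% in these data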;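 note: 0% = plate median of compound wells and 100% = 10 µM Aha-Tn7 peptide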
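Assay system: Human fibrin DD(E) protein | Medium: Tris buffer with calcium and detergent, pH 7.8 | Reagent: 0.1 µM fluorescent Tn7 | Compound dosing: Single point at 8.3 µM | Times: 10 min preincubation, 3 h with tracer, room temperature | Detection: Fluorescence polarization of the labelled Tn7 tracer | Controls: Aha-Tn7 high control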
ARFGAP1 inhibitor: inhibitors of rat ARFGAP1 GAP activity, primary screen, biochemical, fluorescence polarization, GDP tracer; Arfgap1-stimulated ARF1 GTP hydrolysis, GDP FP detection; inhibition, % at 16.5 µM; 0.26% of 360,000 active; AID 651572, 2012;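 active = inhibition above a per-plate limit, mean inhibition of low control wells plus 3 SD, cut at about 25% in these data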;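 note: 0% = DMSO wells with enzyme and 100% = wells lacking Arfgap1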
Target sequence (Q62848 1-136 limits assumed): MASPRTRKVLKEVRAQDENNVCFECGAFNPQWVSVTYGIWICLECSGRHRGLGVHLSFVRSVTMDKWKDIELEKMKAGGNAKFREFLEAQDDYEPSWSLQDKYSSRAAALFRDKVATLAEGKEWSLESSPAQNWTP
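Repeats: one replicate per compound; assay system: rat Arfgap1 catalytic domain, aa 1-136; times: enzyme reaction 120 min at 25 °C after 20 min preincubation; detection: FP of antibody-bound GDP Alexa 633 tracer, ex 620/em 688 nm; benchmarks: high control wells lacking Arfgap1, low control full reaction with DMSO; reagent: human ARF1(Δ1-17)-GTP substrate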
DDE Tn6 FP inh: inhibitors of Tn6 peptide binding to fibrin DD(E), primary screen, biochemical, fluorescence polarization, human fibrin, Tn6 probe; Fibrinogen beta chain (Homo sapiens), P02675; Fibrin DD(E) TRITC-Tn6 fluorescence polarization displacement; inhibition, % at 8.3 µM; AID 720509, 2013; 0.21% of 370,000 active;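 active = inhibition above a per-campaign cutoff: mean of compounds within control limits plus 3 SD, cut at about 15% in these data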;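 note: 0% = median of all compound wells on the plate and 100% = blocking peptide control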
An asterisk follows results filed as active; i = inactive; . = not tested or not shown.

The line under a structure holds: KLK7 zymogen act | PLCb3 inh | Rev-erbA mod | HGIII-sPLA2 inh | ASAP1 GAP inh | PLC-gamma1 inh | UHRF1 MBD2 ctr | DDE Tn7 FP inh | ARFGAP1 inhibitor | DDE Tn6 FP inh
- COc1ccc(NC(=O)Nc2ccc3c(c2)C(=O)N([C@H](C)CO)C[C@H](C)[C@@H](CN(C)S(=O)(=O)c2ccc(OC)cc2)O3)cc1
 : 0.7 | 1 | 1 | -31 | -4 | -2 | -5 | 10 | 6 | 3
- O=S(=O)(Nc1c(O)ccc2ccccc12)c1ccccc1
 : -1.2 | -18 | -6 | -10 | -3 | -10 | -2 | 7 | -7 | 9
- COc1ccc(C(C(=O)NC2CCCC2)N(C(=O)c2snc(-c3ccc(F)cc3)c2N)c2ccccc2)cc1 (centres undefined)
 : 0.6 | 0 | -1 | -1 | 10 | 2 | -4 | 4 | -3 | 3
- COCCCNC(=O)C1C2C=CC3(CN(Cc4ccc(C)cc4)C(=O)C13)O2 (centres undefined)
 : 0.3 | 0 | -2 | -2 | 5 | 1 | 3 | -1 | -3 | 1
- O=C(O)CCC(=O)Nc1ccccc1C(=O)Nc1ccccc1
 : -0.5 | 4 | -3 | 2 | 0 | 9 | 3 | 0 | -8 | 0
- CCOC(=O)c1c(C)[nH]c(C(=O)COC(=O)CNC(=O)C2CCCCC2)c1C
 : 0.5 | 1 | 4 | -6 | -1 | 1 | -1 | -4 | -8 | -1
- Cc1noc(NS(=O)(=O)c2ccc(NC(=O)Nc3ccc(Cl)c(Cl)c3)cc2)c1C
 : 0.2 | -4 | -8 | -80 | 11 | 0 | 0 | 3 | 0 | -19
- Cc1cc(=O)nc2c3ccccc3n(CC(=O)NCCCN3CCCC3=O)n12
 : 0.6 | -6 | -1 | 0 | 12 | -6 | -1 | -1 | -20 | -1
- O=[N+]([O-])c1ccc2nc(-c3ccccc3[N+](=O)[O-])[nH]c2c1
 : 0.0 | 4 | 0 | -3 | 0 | 2 | -2 | 0 | -5 | 6
- C=CCc1c(C)nc(C)nc1N/N=C/c1ccc([N+](=O)[O-])cc1
 : -0.1 | 0 | 2 | -6 | 8 | 2 | 3 | 4 | 5 | -3
- Cc1cc(C(=O)OC(C(=O)Nc2cccc(C(F)(F)F)c2)c2ccccc2)c(C)o1 (centres undefined)
 : 0.7 | 5 | -5 | -43 | -7 | 3 | -5 | 0 | 9 | -3
- CCOCc1c(C(=O)N2CCN(CC(=O)Nc3ccc(F)cc3)CC2)oc2ccccc12
 : 0.5 | -7 | 1 | -7 | 13 | 0 | 0 | -6 | 14 | -4
- CN(C)c1cccc(C(=O)OCc2cc(=O)oc3cc(O)ccc23)c1
 : 4.3 | i | -25 | -23 | 3 | i | 24* | 0 | 7 | -8
- CCOC(=O)CC(C#N)c1c[nH]c2ccccc12 (centres undefined)
 : -1.1 | 1 | 2 | -10 | -3 | -1 | -1 | -4 | 3 | -4
- COc1cc(C)nc(NC(=O)NC(=O)c2ccc(C(F)(F)F)cc2)n1
 : 0.0 | -3 | -1 | 5 | 14 | 4 | -1 | -2 | 10 | 6
- CC(C)(C)c1ccc(CN(Cc2ccccc2)C(c2ccccn2)c2nnnn2C(C)(C)C)cc1 (centres undefined)
 : 0.2 | -1 | 12 | -5 | 8 | -3 | 1 | 6 | -11 | -1
- CC(Sc1ncnc2ccccc12)C(=O)Nc1ccc2c(c1)OCCO2 (centres undefined)
 : -0.6 | -5 | 0 | -19 | -2 | -3 | -3 | 0 | -13 | -11
- Cn1cnc([N+](=O)[O-])c1Sc1ncccc1N
 : 0.5 | 2 | -3 | 1 | -6 | 4 | 3 | 2 | -4 | -6
- CC(=O)c1c(C)[nH]c(C(=O)CN2CCN(S(=O)(=O)c3ccccc3F)CC2)c1C
 : 1.1 | -8 | 9 | -1 | 0 | -2 | 0 | 4 | 7 | 8
- COC(=O)c1ccc2c(=O)n3c(nc2c1)SCC(c1ccccc1)=N3
 : -1.0 | -14 | 80* | 8 | 15 | -3 | 6 | 1 | 14 | -11
- CCCCCN(C(=O)CCC(=O)OCC(=O)N(C)C1CCCCC1)c1c(N)n(CCCC)c(=O)[nH]c1=O
 : -0.5 | -4 | 0 | 5 | -14 | -2 | 4 | 0 | 2 | -4
- Cc1ccc(NC(=O)CSCC(=O)NC2=NCCS2)cc1
 : 0.1 | -5 | -5 | 3 | -8 | 2 | 0 | 2 | 4 | -5
- Cc1ccc(CNC(=O)CN2CCC(C(N)=O)CC2)cc1
 : 0.8 | -2 | 0 | 3 | 17 | -1 | 4 | -5 | 12 | 1
- O=S(=O)(c1ccccc1)N1CCN(C(=S)NCCCN2CCOCC2)CC1
 : -0.2 | 1 | -5 | 3 | -1 | 3 | 0 | 1 | 8 | 4
- CCN1C(=O)N(C(C)=O)C2C1N(C(C)=O)C(=O)N2C(C)=O (centres undefined)
 : 0.1 | 3 | -3 | -1 | 3 | 1 | 0 | -3 | 7 | -1
- CCCN(C(=O)CSc1ncnc2sccc12)c1c(N)n(Cc2ccccc2)c(=O)[nH]c1=O
 : -0.8 | -6 | -1 | -4 | 0 | -5 | -1 | 1 | -6 | -7
- O=C(NCc1ccccc1OC(F)(F)F)C1CCC(=O)N(Cc2cccc(F)c2)C1 (centres undefined)
 : -0.7 | -2 | -1 | -5 | 13 | 1 | -1 | -2 | -3 | 4
- Cc1cc(Oc2ccc(Cl)cc2)nc(-c2ccccn2)n1
 : 0.4 | 1 | -1 | 6 | 9 | 1 | -1 | -2 | 7 | -7
- CC(C)(C)NC(=O)C(=O)NNC(=O)c1cccc(F)c1
 : 0.1 | -5 | -2 | 1 | -4 | 5 | 0 | 6 | -12 | 2
- COc1ccc(/C=N/NC(N)=S)cc1OC(=O)c1ccccc1
 : -0.4 | -6 | 5 | -5 | -2 | 3 | 3 | -3 | 6 | -3
- O=S1(=O)CC(N2CC=CC2)CN1Cc1ccc(F)cc1 (centres undefined)
 : -0.4 | -1 | 2 | -5 | 0 | 2 | 0 | 0 | 6 | 2
- CC(C)CN(CC(C)C)S(=O)(=O)N1CCC(C(=O)NCCc2ccc(Cl)cc2)CC1
 : 0.3 | 4 | 0 | -3 | 4 | 0 | -2 | 3 | 6 | 4
- CCOC(=O)c1sc2nc(C)nc(Nc3ccc(OC)c(OC)c3)c2c1C
 : 0.2 | -5 | 2 | 2 | 4 | -2 | -1 | -2 | -1 | -13
- CCN(Cc1ccccc1)C(=O)c1ccc2c(=O)n3c(nc2c1)CCC3
 : 0.3 | -15 | 5 | 3 | 1 | -6 | 0 | -9 | 5 | 9
- CC(C)(C)NC(=O)C(c1cccc2ccccc12)n1c(=O)c(-c2ccccc2)nc2ccccc21 (centres undefined)
 : 0.6 | 2 | -4 | 4 | -2 | 0 | -3 | -7 | 2 | 6
- O=C(CCC(=O)N1CCN(c2ccc(F)cc2)CC1)c1ccc(F)cc1
 : -0.2 | -6 | -5 | -1 | 3 | -2 | -4 | 4 | -2 | -8
- O=C(Cn1cc(S(=O)(=O)N2CCCC2)c(S(=O)(=O)N2CCCC2)c1)NCc1ccco1
 : -0.3 | -9 | -3 | 4 | -9 | -1 | 2 | 0 | -15 | 0
- CCCCc1nnc(NC(=O)c2oc3ccc(OC)cc3c2C)s1
 : -1.8 | -106 | 0 | 11 | -5 | -81 | -1 | 3 | 9 | -8
- C/C(=N\NC(=O)c1cccc(S(=O)(=O)N2CCCC2)c1)c1cccs1
 : -0.4 | -8 | -6 | 8 | 1 | 1 | 3 | 3 | -3 | -1
- Cc1cc(=O)oc2cc(OC(C)C(=O)NCCCn3ccnc3)ccc12 (centres undefined)
 : -0.4 | -10 | -3 | 0 | 9 | -3 | -1 | -1 | -7 | 0
- CCCC(=O)c1ccc(N2CCN(S(=O)(=O)c3ccc(C)cc3)CC2)c(F)c1
 : 0.4 | -1 | 10 | -10 | 5 | 2 | -6 | 2 | -2 | -2
- COc1ccc(F)cc1-c1cc(C(C)=O)c2n(c1=O)CCC2
 : -0.3 | 0 | -3 | 8 | . | 2 | 1 | 7 | . | 6
- COc1ccccc1C(=O)c1ccccc1C(=O)c1ccccc1
 : -0.6 | 2 | 2 | -3 | -8 | 1 | 0 | -5 | 0 | -5
- COc1ccc(-c2csc(NC(=S)NC(=O)c3ccccc3)n2)cc1Br
 : -0.7 | 1 | -4 | 16 | 14 | 3 | 2 | 4 | 6 | -12
- CCN(C(=O)COc1cc(OC)ccc1C(C)=O)C1CCS(=O)(=O)C1 (centres undefined)
 : -0.2 | -4 | 5 | 8 | -5 | 8 | -2 | 1 | 1 | -3
- Cc1ccc(-c2nc(=S)c3c(n2Cc2ccco2)CCCC3)cc1
 : -0.1 | -6 | 2 | 3 | 7 | -1 | 2 | 2 | -9 | 1
- CCCc1cc(=O)oc2c(CN3CCCC3)c(O)c(Cl)cc12
 : 70* | i | -4 | 1 | -11 | i | -4 | 4 | 9 | 4
- CC(C)Oc1ccc(CN2CCCC(CO)(Cc3ccccc3)C2)cc1CO (centres undefined)
 : 0.0 | -2 | 2 | -3 | -5 | -2 | 1 | 4 | 6 | 4
- COc1cccc(CN(C)C(=O)C(Cc2ccccc2)NC(=O)c2ccccc2)c1OC (centres undefined)
 : 0.7 | -3 | 6 | 2 | -1 | 8 | 2 | 7 | -6 | -4
- COc1ccc(C[C@H]2CN3C(=NC[C@@H]3Cc3ccc(O)cc3)N2CCNC(=O)c2ccc(C)c(Br)c2)cc1
 : 0.8 | 2 | -1 | -19 | -4 | 5 | -2 | -2 | -14 | 4
- O=c1ccc(/C=C/c2ccccc2)nn1Cc1ccccc1Cl
 : -7.9 | -27 | 6 | -5 | -3 | -21 | -2 | 8 | 13 | -5

Screens: PubChem BioAssay, several laboratories

No enrichment for hits; about 4.5% have a hit in one of these screens.
